Assay outcomes (PubChem)
N370S GC: inhibits or activates N370S mutant glucocerebrosidase; actives 0.092% (n = 330,000); P04062; AID 2101; N370S GC spleen homogenate, 4MU-glucoside fluorescence; Potency, µM (series often up to 59.4 µM), for the others: at the highest dose activity change, negative = inhibition, usual class: inhibitors;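 note: 0% = full enzyme activity and -100% = no enzyme basal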
FEN1 inh: human FEN1 inhibition. P39748. Recombinant FEN1 flap cleavage, fluorescence, 15 min. Potency, µM (top dose mostly 114 µM), without a hit: at the top dose activity change, negative = inhibition, most hits filed as inhibitors. actives 0.35% (n = 390,000). AID 588795; note: nearly all actives have a fitted effect of over 65% in size
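Read-out was taken twice, immediately and after 15 min, following addition of 50 nM substrate to 10 nM FEN1 that had sat with test compound for 15 min at room temperature. Curves came from a four-parameter Hill model.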
KAT2A inh: blocks human GCN5L2 histone acetyltransferase. GCN5L2 HAT assay, ThioGlo1 CoA-SH fluorescence. Q92830. Potency, µM (highest dose often 58.9 µM), without a hit: at the highest dose activity change, negative = inhibition, actives largely listed as inhibitors. actives 0.21% (n = 390,000)
Target sequence (Q92830 whole entry, looked up): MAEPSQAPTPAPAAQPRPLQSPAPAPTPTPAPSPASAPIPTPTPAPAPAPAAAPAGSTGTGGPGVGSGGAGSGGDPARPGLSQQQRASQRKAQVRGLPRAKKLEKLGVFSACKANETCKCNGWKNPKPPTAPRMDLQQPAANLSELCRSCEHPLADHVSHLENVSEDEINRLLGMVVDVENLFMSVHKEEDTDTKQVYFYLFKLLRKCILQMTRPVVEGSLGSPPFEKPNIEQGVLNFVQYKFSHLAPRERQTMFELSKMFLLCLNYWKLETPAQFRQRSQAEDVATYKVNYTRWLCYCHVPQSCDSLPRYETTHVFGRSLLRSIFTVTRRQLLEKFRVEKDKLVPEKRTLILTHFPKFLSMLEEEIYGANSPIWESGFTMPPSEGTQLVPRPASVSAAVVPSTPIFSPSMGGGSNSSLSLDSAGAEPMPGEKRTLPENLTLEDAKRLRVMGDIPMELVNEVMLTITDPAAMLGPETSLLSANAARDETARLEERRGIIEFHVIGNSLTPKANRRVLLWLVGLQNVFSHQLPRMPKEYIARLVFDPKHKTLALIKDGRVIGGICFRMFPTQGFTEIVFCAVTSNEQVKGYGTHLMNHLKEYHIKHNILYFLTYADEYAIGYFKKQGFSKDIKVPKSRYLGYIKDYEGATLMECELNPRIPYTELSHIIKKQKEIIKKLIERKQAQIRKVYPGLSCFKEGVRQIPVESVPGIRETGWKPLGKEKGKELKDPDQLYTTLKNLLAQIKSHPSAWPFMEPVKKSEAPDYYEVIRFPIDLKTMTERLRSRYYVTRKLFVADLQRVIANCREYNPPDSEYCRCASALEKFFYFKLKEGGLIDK
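Titration-based screen in which CoA formation is detected via maleimide probe ThioGlo1 (50uM) turning fluorescent on thiol reaction; substrates H3(1-25) 75uM and acetyl-CoA 70uM, GCN5L2 20nM, 20 min incubation at room temperature.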
* hit, by the source's call; [ ] = dose if it differs, or a comment. Calls come from the whole dose curve; as a rule, active = well fitted curve in the direction sought with a large enough effect; inconclusive = small, poorly fitted or top-dose-only effect, or another doubt; inactive = no such curve, though single readings can be large; an effect the other way counts as inactive or inconclusive. Unless noted, % is set by controls: 0 for no effect and ±100 for the full control effect; potency is the fitted concentration of half-maximal effect. The list is partial; count on the stated rates, not on these rows.

Results for CC1CCCCC12NC(=O)N(Cn1nnc3ccccc3c1=O)C2=O (stereo not given) ?
N370S GC: -9%; FEN1 inh: -12%; KAT2A inh: 0%

How did Cc1cc(C)cc(Nc2nc3c([nH]2)c(=O)n(C)c(=O)n3C)c1 do in these assays?
N370S GC: -18%; FEN1 inh: -1%; KAT2A inh: -4%

Results for CN(C(=O)c1ccncc1)C1CC(C)(C)N(O)C(C)(C)C1 ?
N370S GC: 0%; FEN1 inh: 0%; KAT2A inh: 1%

How did CC(C)c1ccc(S(=O)(=O)c2nnn3c2nc(N2CCCC2)c2sccc23)cc1 do in these assays?
FEN1 inh: 0%; KAT2A inh: -5%

What do the screens show for `O=C(CCl)N1CCN(S(=O)(=O)Cc2ccccc2)CC1`?
FEN1 inh: 4%; KAT2A inh: -4%

How did COc1cc(/C=C2\SC(=S)N(NC(=O)c3ccncc3)C2=O)ccc1O do in these assays?
N370S GC: -13%; FEN1 inh: inconclusive; KAT2A inh: -8%

Results for Cn1c(SCCC(=O)O)nnc1-c1ccncc1 ?
N370S GC: 0%; FEN1 inh: -15%; KAT2A inh: -3%

Results for C=CCn1c(Cc2cccs2)nnc1SCC(=O)NC1CC1 ?
N370S GC: 0%; FEN1 inh: 2%; KAT2A inh: -8%

What do the screens show for `O=C(CCN1CCN(Cc2ccccc2)CC1)Nc1cccc(Br)c1`?
N370S GC: 0%; FEN1 inh: 4%; KAT2A inh: 0%

What do the screens show for `CSCC[C@H](NC(=O)COc1ccc(Cl)cc1Cl)c1nc2ccccc2[nH]1`?
N370S GC: 11%; FEN1 inh: 2%; KAT2A inh: 0%

What do the screens show for `COc1ccc(S(=O)(=O)N(C)c2ccc(C(=O)N3CCN(C)CC3)cc2)cc1`?
N370S GC: -1%; FEN1 inh: 3%; KAT2A inh: -6%

How did COc1ccccc1NC(=O)c1cc2c(=O)oc3ccc(C)cc3c2s1 do in these assays?
FEN1 inh: -4%; KAT2A inh: -4%

How did COc1ccc(OC)c(/C=C(\C#N)c2nc(-c3ccc(F)cc3)cs2)c1 do in these assays?
FEN1 inh: -14%; KAT2A inh: -5%

How did Cn1c(=O)c2c(nc(-n3ccnc3)n2Cc2ccc(Cl)cc2Cl)n(C)c1=O do in these assays?
N370S GC: -9%; FEN1 inh: -5%; KAT2A inh: 0%

What do the screens show for `O=C(COC(=O)c1cc(S(=O)(=O)N2CCOCC2)c(Cl)cc1Cl)Nc1ncc(C(F)(F)F)cc1Cl`?
FEN1 inh: -12%; KAT2A inh: -1%

What do the screens show for `COc1nc(C#N)c(N2CCOCC2)o1`?
N370S GC: 0%; FEN1 inh: -2%; KAT2A inh: -7%

How did Cc1ccc(OCCNC(=O)c2cc(C3CC3)nc3c2cnn3C(C)C)cc1 do in these assays?
FEN1 inh: -24%; KAT2A inh: -6%

What do the screens show for `COc1cc(SC)ccc1C(=O)OCc1nc2ccsc2c(=O)[nH]1`?
N370S GC: -14%; FEN1 inh: 3%; KAT2A inh: 0%

What do the screens show for `CCCCCCOc1ccc(OCC(O)CN2C(=O)NC(C)(C)C2=O)cc1` (stereo not given)?
N370S GC: -19%; FEN1 inh: -4%; KAT2A inh: -5%

Results for COc1ccc(CC(=O)NNC(=O)c2ccccn2)cc1 ?
N370S GC: 3%; FEN1 inh: -2%; KAT2A inh: -1%

How did CC(CCC(=O)O)C1CCC2C3C(O)CC4CC(O)CCC4(C)C3CC(O)C12C (stereo not given) do in these assays?
N370S GC: 1%; FEN1 inh: 23%; KAT2A inh: -2%

Results for CCOc1ccc(NC(=O)c2ccc(Cl)c(NC(=O)c3ccco3)c2)cc1 ?
N370S GC: 2%; FEN1 inh: 0%; KAT2A inh: -14%

Results for Cc1ccc(C)c(C(=O)CCC(=O)NNC(=O)Cn2nc(C)cc2C)c1 ?
N370S GC: -14%; FEN1 inh: 0%; KAT2A inh: -6%

How did O=C(c1ccco1)N1CCC(n2nnc3ccccc32)CC1 do in these assays?
N370S GC: 7%; FEN1 inh: -14%; KAT2A inh: -3%

How did CC(OC(=O)C1CCCCC1)C(=O)Nc1cccc(Cl)c1 (stereo not given) do in these assays?
N370S GC: 2%; FEN1 inh: 0%; KAT2A inh: -6%

What do the screens show for `CN(C)S(=O)(=O)c1cccc(NC(=O)CCc2nc3sc4c(c3c(=O)[nH]2)CCCC4)c1`?
FEN1 inh: -16%; KAT2A inh: 0%

Results for Cc1c(C)n(CC(O)CN2CCOCC2)c2ccccc12 (stereo not given) ?
N370S GC: -3%; FEN1 inh: -3%; KAT2A inh: 1%

How did O=C(CCc1ccccc1Cl)NC1CCCN(c2ccc(C(F)(F)F)cn2)C1 (stereo not given) do in these assays?
N370S GC: 1%; FEN1 inh: 22%; KAT2A inh: -15%

How did CCCCn1c(N)c(N(CCOC)C(=O)CCCc2nc3ccccc3c(=O)[nH]2)c(=O)[nH]c1=O do in these assays?
N370S GC: -2%; FEN1 inh: 2%; KAT2A inh: -6%

Results for O=C(CSc1ccccc1Cl)c1ccco1 ?
N370S GC: 1%; FEN1 inh: -1%; KAT2A inh: -5%

Of the compounds above, 5 have a thiophene ring, fused or not.
How did CC(C)c1ccc(S(=O)(=O)c2nnn3c2nc(N2CCCC2)c2sccc23)cc1 do in these assays?
FEN1 inh: 0%; KAT2A inh: -5%

Results for C=CCn1c(Cc2cccs2)nnc1SCC(=O)NC1CC1 ?
N370S GC: 0%; FEN1 inh: 2%; KAT2A inh: -8%

How did COc1ccccc1NC(=O)c1cc2c(=O)oc3ccc(C)cc3c2s1 do in these assays?
FEN1 inh: -4%; KAT2A inh: -4%

What do the screens show for `COc1cc(SC)ccc1C(=O)OCc1nc2ccsc2c(=O)[nH]1`?
N370S GC: -14%; FEN1 inh: 3%; KAT2A inh: 0%

What do the screens show for `CN(C)S(=O)(=O)c1cccc(NC(=O)CCc2nc3sc4c(c3c(=O)[nH]2)CCCC4)c1`?
FEN1 inh: -16%; KAT2A inh: 0%

The listing continues:
How did Cc1nn(Cc2ccccc2)c2c1C(c1ccc(Cl)cc1)C(C#N)=C(N)O2 (stereo not given) do in these assays?
N370S GC: -16%; FEN1 inh: -3%; KAT2A inh: 3%

How did O=C(CN1C(=O)C2(SCC(=O)N2c2cccc(F)c2)c2ccccc21)NCCc1ccccc1 (stereo not given) do in these assays?
FEN1 inh: -9%; KAT2A inh: 12%

Results for O=C(Nc1cccc(NC(=O)c2ccco2)c1)c1cnccn1 ?
N370S GC: 11%; FEN1 inh: -1%; KAT2A inh: -7%

How did C=CCNC(=O)c1onc(CSc2cccc(OC)c2)c1C(=O)O do in these assays?
FEN1 inh: -1%; KAT2A inh: -14%

Results for Cc1cc2[nH]c3c(c[n+](C)c4ccccc34)c2cc1C ?
N370S GC: 1%; FEN1 inh: inconclusive; KAT2A inh: 0%

Results for CCC(C)NCC(=O)Nc1sc2c(c1C(N)=O)CCC2 (stereo not given) ?
N370S GC: 16%; FEN1 inh: -12%; KAT2A inh: -6%

Results for COc1ccc(-c2nc3nc(C)cc(Nc4cccc(C(F)(F)F)c4)n3n2)cc1 ?
N370S GC: -1%; FEN1 inh: 18%; KAT2A inh: -2%

Results for COc1ccc2occ(C(=O)c3cccs3)c2c1 ?
N370S GC: 13%; FEN1 inh: -23%; KAT2A inh: -2%

Results for Cc1cc(C)cc(NC(=O)NCCc2c(C)nn(C)c2C)c1 ?
FEN1 inh: -2%; KAT2A inh: 3%

Results for Cc1ccc(OC(=O)c2c(C)nn(-c3ccccc3)c2C)cc1 ?
N370S GC: 4%; FEN1 inh: -5%; KAT2A inh: 3%

What do the screens show for `CC(C)CNC(=O)C(=O)Nc1ccc2c(c1)N(S(=O)(=O)c1cccs1)CCC2`?
N370S GC: -12%; FEN1 inh: -18%; KAT2A inh: -5%

What do the screens show for `CCOc1ccccc1N(C(=O)CNC(=O)c1ccco1)C(C(=O)NC(C)(C)C)c1ccncc1` (stereo not given)?
N370S GC: -24%; FEN1 inh: 5%; KAT2A inh: -4%

Results for OCCN1CCN(C(=S)c2ccc(-c3ccccc3)cc2)CC1 ?
N370S GC: inconclusive; FEN1 inh: -12%; KAT2A inh: inconclusive

Results for O=C1CC(c2ccccc2)c2c(n3ncnc3[nH]c2=O)N1 (stereo not given) ?
FEN1 inh: 0%; KAT2A inh: 0%

Results for Cc1c(NC(=O)c2cc(=O)c3cc(Cl)ccc3o2)c(=O)n(-c2ccccc2)n1C ?
FEN1 inh: -9%; KAT2A inh: -2%

Fetched by compound from the list above, 6 records:
Results for COc1ccc2occ(C(=O)c3cccs3)c2c1 ?
N370S GC: 13%; FEN1 inh: -23%; KAT2A inh: -2%

Results for Cc1c(NC(=O)c2cc(=O)c3cc(Cl)ccc3o2)c(=O)n(-c2ccccc2)n1C ?
FEN1 inh: -9%; KAT2A inh: -2%

How did Cc1nn(Cc2ccccc2)c2c1C(c1ccc(Cl)cc1)C(C#N)=C(N)O2 (stereo not given) do in these assays?
N370S GC: -16%; FEN1 inh: -3%; KAT2A inh: 3%

Results for Cc1cc(C)cc(NC(=O)NCCc2c(C)nn(C)c2C)c1 ?
FEN1 inh: -2%; KAT2A inh: 3%

Results for OCCN1CCN(C(=S)c2ccc(-c3ccccc3)cc2)CC1 ?
N370S GC: inconclusive; FEN1 inh: -12%; KAT2A inh: inconclusive

Results for Cc1ccc(OC(=O)c2c(C)nn(-c3ccccc3)c2C)cc1 ?
N370S GC: 4%; FEN1 inh: -5%; KAT2A inh: 3%

The results go on:
What do the screens show for `C#CC(CC)(CC)NC(=S)Nc1cccc(C(C)=O)c1`?
N370S GC: 2%; FEN1 inh: -11%; KAT2A inh: -11%

What do the screens show for `C=CCON1C(=O)C(=O)N(OCC=C)[C@H]2CCCC[C@H]21`?
N370S GC: -3%; FEN1 inh: -6%; KAT2A inh: 1%

What do the screens show for `CCCCC1C(C#N)=C(C)NC2=C1C(=O)CC(C)(C)C2` (stereo not given)?
N370S GC: 3%; FEN1 inh: -19%; KAT2A inh: -4%

Results for CCN1C(=O)[C@H]2[C@@H](c3ccc(-c4ccc5c(c4)OCO5)c(OC)c3)N[C@@](Cc3ccccc3)(C(=O)OC)[C@H]2C1=O ?
N370S GC: -3%; FEN1 inh: 5%; KAT2A inh: -14%

Results for Cc1ccccc1N1C(S)=C(C#N)C(=O)NC1c1ccco1 (stereo not given) ?
N370S GC: -12%; FEN1 inh: -18%; KAT2A inh: -1%

Results for C#CCOCCOCCOCCNc1nc(N2CCOCC2)nc(N2CCN(C(=O)CCCCCCCCCCNC(=O)[C@@H](CCC(=O)O)n3cc(CCCCCN)nn3)CC2)n1 ?
N370S GC: -1%; FEN1 inh: 15%; KAT2A inh: -6%

What do the screens show for `Clc1cccc(NCc2nnc(SCc3ccc(Cl)cc3Cl)o2)c1`?
N370S GC: 6%; FEN1 inh: 6%; KAT2A inh: -12%

Results for CC(C)NC(=O)N1CCN(c2ccncc2S(=O)(=O)N2CCCCC2)CC1 ?
N370S GC: -2%; FEN1 inh: 20%; KAT2A inh: -4%

How did COC(=O)CN1C(=S)N(c2ccc(OC)cc2)C(=O)C1CC(=O)Nc1ccc(F)cc1 (stereo not given) do in these assays?
N370S GC: -8%; FEN1 inh: 8%; KAT2A inh: -5%

How did Fc1ccc(CSc2ccc3nnc(-c4ccccn4)n3n2)cc1 do in these assays?
N370S GC: 26%; FEN1 inh: -1%; KAT2A inh: -14%

What do the screens show for `COC(=O)c1ccc(N)c(N=CC2=C(O)CC(C)(C)CC2=O)c1`?
N370S GC: -5%; FEN1 inh: -14%; KAT2A inh: -6%

Results for CCOC(=O)CC(=O)CSc1nc2c(c(-c3cccs3)c1C#N)CCC2 ?
N370S GC: 18%; FEN1 inh: -14%; KAT2A inh: -5%

What do the screens show for `COc1cccc(N2CCN(c3ncnc4c3c(-c3ccccc3)cn4-c3ccc(F)cc3)CC2)c1`?
FEN1 inh: -1%; KAT2A inh: 2%

Results for CC(=O)CC(=O)[C@@]1(O)CC[C@@H]2[C@@H]3C=C(C)C4=CC(=O)CC[C@@H]4[C@H]3CC[C@]21C ?
N370S GC: 6%[21.6 µM]; KAT2A inh: -6%[21.4 µM]

How did CCOC(=O)c1c(C)[nH]c(C)c1C(=O)COC(=O)c1cc(OC)c(OC)cc1OC do in these assays?
N370S GC: -6%; FEN1 inh: 3%; KAT2A inh: -3%

Results for CCN(CC)CCn1nc2c3c(cccc3c1=O)-c1ccccc1-2 ?
N370S GC: 3%; FEN1 inh: inconclusive; KAT2A inh: -13%
